Screening results (PubChem)
AHR activator = activates the human aryl hydrocarbon receptor; P35869; AHR-responsive luciferase reporter cells, luminescence; activation, % at 5 µM; 320,000 compounds, 2.5% hits; AID 2796; in the data active means activation above about 47%;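 further: 0% = vehicle wells and 100% = reference agonist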
RPL19A-GFP yeast = yeast TOR pathway RPL19A-GFP modulation. S. cerevisiae RPL19A-GFP strain, flow cytometry, 3 h; stronger effect = lower value. percent response vs DMSO, % at 10 µM. 330,000 compounds, 0.3% hits;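 active means percent response vs DMSO below 50%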;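 further: median channel GFP fluorescence of the barcoded RPL19A-GFP strain; ratio of sample median GFP to plate DMSO average so 100% = DMSO; lower means less RPL19A-GFP as with rapamycin TOR inhibition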
JMJD2C inh = blocks human GASC-1 demethylase activity; Q9H3R0; GST-JMJD2C(1-420) H3K9me3 demethylation, DELFIA europium; inhibition, % at 2.35 µM; 330,000 compounds, 0.069% hits; AID 2099;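 active means more than half of a compound's replicate wells show inhibition beyond 50%, single wells judged on their own value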;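 further: signal counts dimethyl H3K9 product captured on neutravidin plate; 0% = median of DMSO wells and 100% = 0.3 times that DMSO median; strong numbers were not always called active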
Target sequence (Q9H3R0 1-420 limits assumed): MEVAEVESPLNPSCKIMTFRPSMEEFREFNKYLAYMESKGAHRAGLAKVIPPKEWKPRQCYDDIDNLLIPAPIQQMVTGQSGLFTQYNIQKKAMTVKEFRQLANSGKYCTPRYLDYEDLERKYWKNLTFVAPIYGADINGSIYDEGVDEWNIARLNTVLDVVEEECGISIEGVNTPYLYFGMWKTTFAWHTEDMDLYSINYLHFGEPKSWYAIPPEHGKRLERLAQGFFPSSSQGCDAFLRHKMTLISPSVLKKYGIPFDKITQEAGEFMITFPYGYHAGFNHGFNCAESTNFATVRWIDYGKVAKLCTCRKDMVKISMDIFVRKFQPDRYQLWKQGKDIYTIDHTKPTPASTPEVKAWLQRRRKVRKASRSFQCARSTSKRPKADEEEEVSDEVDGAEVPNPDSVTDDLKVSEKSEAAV
proCasp3 act = activates human procaspase-3 | recombinant procaspase-3 D3A, Ac-DEVD-pNA absorbance 405 nm | activation, % at 8.5 µM | 330,000 compounds, 0.11% hits | AID 463141;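 active means activation above the mean of all tested compounds plus 3 SD, cut at about 21% in these data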;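 further: 0% = DMSO alone and 100% = DMSO wells spiked with extra 5 µM PC-3 D3A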
Target sequence (P42574 whole entry D9A/D28A/D175A): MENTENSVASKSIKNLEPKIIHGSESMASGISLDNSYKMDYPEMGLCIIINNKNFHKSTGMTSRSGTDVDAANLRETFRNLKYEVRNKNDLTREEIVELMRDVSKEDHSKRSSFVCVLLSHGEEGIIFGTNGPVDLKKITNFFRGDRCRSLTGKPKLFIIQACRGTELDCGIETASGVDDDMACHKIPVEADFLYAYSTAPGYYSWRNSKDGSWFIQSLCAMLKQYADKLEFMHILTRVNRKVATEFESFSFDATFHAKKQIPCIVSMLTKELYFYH
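assay system = Procaspase-3 D3A mutant | signal = absorbance at 405 nm, 0 and 120 min | times = 1 h preincubation plus 2 h reaction at 25 °C | repeats = single replicate | read-out = % activation between DMSO and enzyme-spiked controls | medium = Zinc-free HEPES saline buffer with Triton X-100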
CR mimetic SO = lowers age-related superoxide in aged yeast cells | S. cerevisiae aged cells, superoxide DHE fluorescence; stronger effect = lower value | superoxide response (% of plate mean), % at 10 µM | 330,000 compounds, 0.18% hits;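 active means superoxide response under a set limit, about three screen SD below normal, cut at about 65% in these data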;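 further: yeast aged for seven days with compound at 30 °C before DHE staining; 100% = average MFI of all compound-treated wells on the plate with controls excluded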
proCasp7 act = activates human procaspase-7, counter-screen for procaspase-3 activators; P55210; recombinant procaspase-7, Ac-DEVD-pNA absorbance 405 nm; D23A/D198A/D206A triple mutant, cannot self-cleave; scale: DMSO 0, 5 µM enzyme 100; activation, % at 8.5 µM; 330,000 compounds, 0.093% hits; AID 463210;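 active means percent activation above the screen-wide mean plus 3 SD, cut at about 25% in these data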
Target sequence (P55210 whole entry D23A/D198A/D206A): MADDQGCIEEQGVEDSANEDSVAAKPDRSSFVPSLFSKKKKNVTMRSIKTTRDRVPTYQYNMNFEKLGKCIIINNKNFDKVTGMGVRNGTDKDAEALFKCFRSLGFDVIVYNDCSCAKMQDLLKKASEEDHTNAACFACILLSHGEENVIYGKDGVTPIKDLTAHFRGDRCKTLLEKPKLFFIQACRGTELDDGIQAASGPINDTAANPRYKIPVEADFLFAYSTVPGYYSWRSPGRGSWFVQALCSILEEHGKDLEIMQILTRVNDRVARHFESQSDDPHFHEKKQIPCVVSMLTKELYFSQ
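Assay system – Uncleavable procaspase-7 mutant enzyme · Quantity – 2 µM procaspase-7 mutant as dispensed · Times – 1 h preincubation, 2 h reaction · Dosing – single nominal 8.5 µM compound dose, 0.8% DMSO final · Buffer or medium – Zinc-free 50 mM HEPES buffer, pH 7.4, with NaCl and Triton X-100 · Detection – Epi-absorbance of released pNA at 405 nm, two timepoints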
LAP4-GFP MLPCN = modulators of TOR pathway LAP4-GFP in S. cerevisiae; 320,000 compounds, 0.34% hits; S. cerevisiae LAP4-GFP multiplex, flow cytometry GFP, 3 h; median GFP as percent of DMSO wells; GFP response vs DMSO, % at 10 µM;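 active means GFP response vs DMSO above a set limit, about the screen mean plus 3 SD, cut at about 150% in these data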
MEP2-GFP yeast = alters MEP2-GFP fluorescence in TOR pathway yeast screen; S. cerevisiae MEP2-GFP strain, flow cytometry GFP, 3 h; 100% = DMSO control level; GFP response vs DMSO, % at 10 µM; 330,000 compounds, 0.51% hits; AID 2016;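 active means GFP response versus DMSO above a set limit, roughly screen mean plus 3 SD, cut at about 180% in these data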;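 further: median GFP fluorescence of the barcode-gated MEP2-GFP cells per well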
Active calls of the source: *; x = not tested or not shown; & = joins results of further samples; [ ] = remark or other dose.

SMILES | AHR activator | RPL19A-GFP yeast | JMJD2C inh | proCasp3 act | CR mimetic SO | proCasp7 act | LAP4-GFP MLPCN | MEP2-GFP yeast
CN1CCN(C(=O)C2=C[C@H](C3CCCCC3)C[C@H](OCc3ccc(CO)cc3)O2)CC1 | 1 | 96 | 1 | 4 | 93 | 0 | 91 | 104
Cc1cccc(N2CCN(C(=O)CSc3nnnn3C3CC3)CC2)c1C | 5 | 96 | 13 | 2 | 84 | 9 | 97 | 102
O=C(NCc1cccs1)C(=O)NCC(c1ccco1)N1CCN(c2ccc(F)cc2)CC1 (centres undefined) | -1 | 94 | -2 | 3 | 110 | -1 | 112 | 101
COCCN(C(=O)c1ccc(C#N)cc1)c1c(N)n(Cc2ccccc2)c(=O)[nH]c1=O | 1 | 94 | 2 | 7 | 101 | 4 | 101 | 106
CC1CCCCC12NC(=O)N(CC(=O)Nc1ccc(S(=O)(=O)Nc3ncccn3)cc1)C2=O (centres undefined) | 0 | 116 | -2 | -4 | 88 | 4 | 117 | 117
COC(=O)C(Cc1ccccc1)NC(=O)CSc1nc(N)cc(=O)[nH]1 (centres undefined) | 1 | 94 | -4 | 6 | 107 | 0 | 93 | 95
CC1CCCC(N2CCN(S(=O)(=O)c3ccccc3)CC2)C1 (centres undefined) | 0 | 52[may fluoresce violet] | 0 | 7 | 112 | 9 | 77[may fluoresce violet] | 226*[may fluoresce violet]
O=C(CN(CC1CCCO1)C(=O)c1nsc(Cl)c1Cl)NC1CCCC1 (centres undefined) | -1 | 101 | -8 | 1 | 72 | -2 | 113 | 108
COc1ccc(C2C(C#N)=C(N)Oc3cc(O)ccc32)cc1Cl (centres undefined) | -2 | 100 | 0 | -5 | 101 | -2 | 91 | 96
COc1ccc(C(=O)NCC(=O)N2CCNC(=O)C2)cc1OC | -1 | 102 | 4 | -2 | 92 | -3 | 91 | 100
CCOC(=O)c1ccc(N2C(=O)C3C(C2=O)C(C(=O)c2ccc(Cl)cc2)N2CCCC32)cc1 (centres undefined) | 3 | 95 | -4 | 2 | 106 | 8 | 87 | 82
COCC(=O)N(Cc1cc2ccccc2[nH]c1=O)c1ccccc1OC | 2 | 91 | -1 | 13 | 103 | 4 | 92 | 94
O=C(/C=C/Nc1cccc(O)c1)c1ccccc1 | 0 | 99 | 0 | 0 | 99 | -17 | 103 | 103
COc1ccc2c(c1OC)C(=O)N(c1cccc(C(F)(F)F)c1)C2 | -7 | 99 | 1 | -2 | 110 | 13 | 108 | 101
COc1cccc(-c2c(C(=O)N/N=C/c3cccs3)nnn2-c2nonc2N)c1 | 3 | 75 | -1 | 2 | 88 | 7 | 95 | 132
C[C@H]1CCC(=O)N(CCSc2ccc(Br)cc2)CC1 | -1 | 97 | -3 | 5 | 119 | -1 | 110 | 88
COc1ccc(-c2noc(C(=O)NCc3ccccc3Cl)n2)cc1OC | 37 | 105 | -1 | 8 | 103 | 4 | 94 | 99
COc1ccc(C2CC(C(F)(F)F)n3nc(C(=O)Nc4ccc5c(c4)OCO5)cc3N2)cc1 (centres undefined) | 2 | 99 | -15&27 | 9 | 91 | 7 | 103 | 98
Cc1cc(C)cc(C(=O)NCC(=O)OCC(=O)c2c(N)n(C)c(=O)n(C)c2=O)c1 | -1 | 94 | 3 | -4 | 87 | 6 | 92 | 96
CCOC(=O)Nc1ccccc1C(=O)N1CCOCC1 | 4 | 93 | -11 | 3 | 98 | 6 | 85 | 100
O=C(Nc1cccc(C(=O)Nc2ccccc2F)c1)c1ccccc1 | 7 | 105 | -1 | -4 | 93 | 7 | 97 | 119
CCOc1ccc(CC(=O)Nc2cccc(-c3ccc4nnc(C)n4n3)c2)cc1 | -1 | 101 | -1 | 3 | 100 | -7 | 107 | 104
CCC(C)[C@H](NC(=O)N1CC(=O)Nc2ccccc21)C(=O)N[C@@H](C(=O)O)c1ccccc1 (some centres undefined) | 1 | 25*[may fluoresce violet] | 6 | -2 | 102 | -1 | 77[may fluoresce violet] | 145[may fluoresce violet]
CCCN1CCC(=O)N([C@H](CSc2ccc(OC)cc2)CC(C)C)CC1 | 7 | 99 | 6 | 3 | 103 | -3 | 101 | 110
O=C(NCc1ccc(F)cc1)c1ccc[nH]1 | -1 | 105 | 6 | 3 | 110 | 3 | 90 | 100
COc1ccc(OC)c(NS(=O)(=O)c2cccs2)c1 | 1 | 92 | -5 | -6 | 89 | 1 | 87 | 96
COc1ccc(S(=O)(=O)N2CCCCC2)cc1NC(=O)CSc1ncccn1 | 1 | 103 | 2 | 4 | 97 | -5 | 112 | 109
COc1cc(C2C(C(C)=O)=C(O)C(=O)N2CCc2ccc(OC)c(OC)c2)ccc1O (centres undefined) | -1 | 101 | -13&17 | -3 | 103 | 10 | 107 | 109
COc1ccc(OCCOC(=O)c2cc(S(=O)(=O)N3CCOCC3)c(Cl)cc2Cl)cc1 | 2 | 98 | 7 | -5 | 105 | -5 | 106 | 100
Cc1ccc(NC(=O)CSc2ncccn2)cc1F | 2 | 90 | 3 | 0 | 91 | 8 | 93 | 96
Cc1c(NC(=O)CN2c3ccccc3CC2C)c(=O)n(-c2ccccc2)n1C (centres undefined) | -1 | 89 | 1 | 1 | 88 | 17 | 90 | 81
CN(C)c1ccc(C(=O)NC2CCCc3ccccc32)cc1 (centres undefined) | 12 | 94 | -1 | 7 | 88 | 11 | 102 | 95
O=C(c1ccccc1)c1c(O)cc(-c2ccccc2)oc1=O | 12 | 101 | 0 | -3 | 98 | -21 | 96 | 103
O=C(Nc1ccc(Cc2ccncc2)cc1)C1CCC(N2C(=O)C3CC=CCC3C2=O)CC1 (centres undefined) | 2 | 117 | 1 | 6 | 99 | 11 | 78 | 100
COc1cccc(OC)c1C(=O)Nc1nc2ccc(S(C)(=O)=O)cc2s1 | 5 | 89 | 2 | 12 | 103 | 6 | 95 | 100
CN1CCN(C(=O)/C=C/c2ccc(Cl)c(Cl)c2)CC1 | 16 | 110 | -20 | 9 | 102 | -1 | 74 | 105
Cc1nc(C)c(C(=O)Nc2ccccc2)s1 | 0 | 106 | 6 | -4 | 85 | -5 | 113 | 105
COc1ccc(NC(=O)C(c2ccc(C)cc2)N(C)C(=O)CC2NC(=O)NC2=O)cc1 (centres undefined) | -1 | 93 | 1 | 4 | 101 | -6 | 88 | 92
O=C(COC(=O)c1ccccc1F)NCc1ccc2c(c1)OCO2 | -1 | 101 | 2 | 14 | 117 | -5 | 106 | 111
CCOC(=O)c1c(C)nc2sc3c(=O)[nH]cnc3c2c1-c1ccc(OC)cc1 | 2 | 100 | 6 | -2 | 98 | -9 | 89 | 94
CCC(C(=O)O/N=C(\N)c1ccc(Cl)cc1)c1ccccc1 (centres undefined) | 6 | 95 | -4 | 10 | 107 | 3 | 97 | 80
Cc1c(NS(=O)(=O)c2ccc(Cl)c(C(=O)OC(C)C(=O)N3CCOCC3)c2)c(=O)n(-c2ccccc2)n1C (centres undefined) | -3 | 103 | -10 | -2 | 109 | 3 | 97 | 96
O=C(Cc1ccccc1)NC(c1ccco1)c1c(O)ccc2ccccc12 (centres undefined) | 11 | 102 | -30 | -10 | 158 | -15 | 89 | 97
O=C(Nc1cc(Cl)ccc1F)c1ccc(-n2cncn2)c([N+](=O)[O-])c1 | 9 | 96 | -6 | 7 | 106 | 5 | 105 | 114
Cc1cccc(OCC(=O)NCC2CCCO2)c1C (centres undefined) | 11 | 102 | -22 | 7 | 103 | 16 | 89 | 100
CCN(CC)C(=O)Cn1cc(S(=O)(=O)CC(=O)Nc2cc(C)on2)c2ccccc21 | -2 | 101 | -1 | 4 | 88 | 0 | 87 | 100
Cc1ccc(CN(C)C(=O)C2CCCN2C(=O)c2cccs2)o1 (centres undefined) | 2 | 99 | 1 | -12 | 95 | -23 | 95 | 101
CCCCSC1(SCCCC)N=C(N)C2(C#N)C(c3ccccc3)NC(C)=CC12C#N (centres undefined) | 7 | 96 | 8 | 1 | 101 | 2 | 93 | 101

Ordered by SMILES length (falling): part of the list above.
SMILES | AHR activator | RPL19A-GFP yeast | JMJD2C inh | proCasp3 act | CR mimetic SO | proCasp7 act | LAP4-GFP MLPCN | MEP2-GFP yeast
CCOC(=O)c1c(C)nc2sc3c(=O)[nH]cnc3c2c1-c1ccc(OC)cc1 | 2 | 100 | 6 | -2 | 98 | -9 | 89 | 94
O=C(Cc1ccccc1)NC(c1ccco1)c1c(O)ccc2ccccc12 (centres undefined) | 11 | 102 | -30 | -10 | 158 | -15 | 89 | 97
Cc1ccc(CN(C)C(=O)C2CCCN2C(=O)c2cccs2)o1 (centres undefined) | 2 | 99 | 1 | -12 | 95 | -23 | 95 | 101
O=C(COC(=O)c1ccccc1F)NCc1ccc2c(c1)OCO2 | -1 | 101 | 2 | 14 | 117 | -5 | 106 | 111
Cc1nc(C)c(C(=O)Nc2ccccc2)s1 | 0 | 106 | 6 | -4 | 85 | -5 | 113 | 105

The list goes on.
SMILES | AHR activator | RPL19A-GFP yeast | JMJD2C inh | proCasp3 act | CR mimetic SO | proCasp7 act | LAP4-GFP MLPCN | MEP2-GFP yeast
CC(=O)Nc1ccc(NC(=O)c2ccc(C3SCC(=O)N3CCc3ccccc3)cc2)cc1 (centres undefined) | -1 | 100 | -2 | 7 | 100 | -4 | 92 | 100
CCC(=O)N1CCN(c2ccc(OC)cc2[N+](=O)[O-])CC1 | 3 | 100 | -1 | -4 | 102 | 11 | 108 | 110
CC(=O)N1CCC2(CC1)C(C#N)=C(N)OC1=C2C(=O)CC(C)(C)C1 | 1 | 96 | 16 | -6 | 95 | 10 | 104 | 95
COCCNC(=O)c1ccc2c3n(nc2c1)-c1ccccc1CO3 | -8 | 107 | -5 | 5 | 97 | 13 | 112 | 99
CCc1ccc(N2CC(C(=O)Nc3ccc(S(=O)(=O)N4CCCCC4)cc3)CC2=O)cc1 (centres undefined) | 2 | 100 | 5 | -5 | 74 | 2 | 88 | 97
CCN(CC)C(=S)SCC(=O)Nc1ncc2c(n1)CC(C)(C)CC2=O | -3 | 93 | -3 | 5 | 100 | 9 | 105 | 94
C(#CCN1CCC(Cc2ccccc2)CC1)COCCOCc1ccccc1 | 1 | 106 | -4 | -3 | 109 | 7 | 94 | 99
Cc1ccc(Sc2ccc(N)cc2C#N)cc1 | 7 | 98 | 0 | 0 | 106 | -1 | 121 | 105
CC(C)(CNC(=O)c1cccc(S(=O)(=O)NCc2ccccc2)c1)N1CCOCC1 | -1 | 100 | 14 | -2 | 100 | 9 | 107 | 105
O=C(O)COc1ccc(/C=N/NC(=O)COc2nsnc2N2CCOCC2)cc1 | -7 | 103 | -1 | -2 | 93 | 17 | 117 | 139
O=C(O)COc1ccccc1/C=N/NC(=O)C(O)c1ccccc1 (centres undefined) | x | 107 | -1 | x | 99 | x | 95 | 102
O=C(CSc1nnc(-c2ccc(Cl)cc2)n1Cc1ccco1)c1cccs1 | 87* | 97 | -9 | -5 | 90 | -7 | 103 | 110
CCOC(=O)NC(=O)CSc1nnnn1-c1ccccc1 | 1 | 97 | 0 | 2 | 111 | 6 | 91 | 101
O=C(NC1CCCCC1)NC12CC3CC(CC(C3)C1)C2 | -1 | 102 | 6 | -2 | 97 | 12 | 94 | 102
